CR mimetic SO = yeast age-related superoxide inhibition as caloric restriction mimetic; S. cerevisiae aged cells, superoxide DHE fluorescence; hits give low values; 0.18% of 330,000 active; superoxide response (% of plate mean), % at 10 µM;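 active = superoxide response under a set limit, about three screen SD below normal, cut at about 65% in these data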;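 note: yeast aged for seven days with compound at 30 °C before DHE staining; 100% = average MFI of all compound-treated wells on the plate with controls excluded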
Efflux pump inh = antifungal efflux pump inhibition, Nile Red retention; AID 485275; 0.44% of 330,000 active; inhibition, % at 10 µM; S. cerevisiae Candida pump triplex;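 active = plate passing quality check with inhibition over a set limit, or well fluorescence over plate mean plus 4 SD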;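 note: Nile Red retained in pooled yeast measured as flow cytometry median fluorescence; 0% = buffer negative control and 100% = Enniatin B positive control; higher means more Nile Red kept so more efflux inhibition; some compounds called inactive have numbers as strong as hits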
MEP2-GFP yeast = yeast TOR pathway MEP2-GFP modulation; GFP response vs DMSO, % at 10 µM; 0.51% of 330,000 active; S. cerevisiae MEP2-GFP strain, flow cytometry GFP, 3 h; 100% = DMSO control level;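 active = GFP response versus DMSO above a set limit, roughly screen mean plus 3 SD, cut at about 180% in these data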;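 note: median GFP fluorescence of the barcode-gated MEP2-GFP cells per well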
AGP1 TOR yeast = alters AGP1-GFP fluorescence in TOR pathway yeast screen; S. cerevisiae AGP1-GFP multiplex flow cytometry, 3 h; GFP as percent of DMSO wells; GFP response vs DMSO, % at 10 µM; 0.02% of 320,000 active; AID 2066;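 active = GFP response relative to DMSO above a set limit, near screen average plus 3 SD, cut at about 150% in these data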;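 note: median GFP channel fluorescence of the gated AGP1 strain per well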
AHR activator = human AHR activation | P35869 | AHR-responsive luciferase reporter cells, luminescence | activation, % at 5 µM | 2.5% of 320,000 active; in the data active = activation above about 47%;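 note: 0% = vehicle wells and 100% = reference agonist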
Target sequence (P35869 whole entry, looked up): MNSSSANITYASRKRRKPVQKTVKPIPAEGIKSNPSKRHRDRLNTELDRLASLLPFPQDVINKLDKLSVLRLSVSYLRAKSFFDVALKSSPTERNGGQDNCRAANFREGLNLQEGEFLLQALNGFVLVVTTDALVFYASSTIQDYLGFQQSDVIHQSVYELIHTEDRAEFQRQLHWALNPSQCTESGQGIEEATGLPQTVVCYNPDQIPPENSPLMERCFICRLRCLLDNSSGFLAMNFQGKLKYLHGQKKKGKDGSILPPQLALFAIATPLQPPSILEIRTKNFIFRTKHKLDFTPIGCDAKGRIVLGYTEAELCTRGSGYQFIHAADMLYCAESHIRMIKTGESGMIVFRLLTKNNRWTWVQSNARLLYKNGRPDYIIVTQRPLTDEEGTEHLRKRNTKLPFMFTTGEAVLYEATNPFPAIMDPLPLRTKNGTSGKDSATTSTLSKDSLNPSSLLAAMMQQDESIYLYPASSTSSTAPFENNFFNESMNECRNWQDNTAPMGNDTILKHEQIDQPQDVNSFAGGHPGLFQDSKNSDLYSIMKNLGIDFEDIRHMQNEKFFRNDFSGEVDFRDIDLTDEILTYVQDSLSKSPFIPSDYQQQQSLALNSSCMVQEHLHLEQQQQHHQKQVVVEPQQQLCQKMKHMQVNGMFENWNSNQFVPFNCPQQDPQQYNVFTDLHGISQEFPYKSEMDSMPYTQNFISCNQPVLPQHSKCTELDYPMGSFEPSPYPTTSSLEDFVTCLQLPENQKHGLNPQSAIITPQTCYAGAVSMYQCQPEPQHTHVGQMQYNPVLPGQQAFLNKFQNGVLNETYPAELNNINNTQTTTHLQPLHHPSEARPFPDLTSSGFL
RPL19A TOR yeast = alters RPL19A-GFP fluorescence in TOR pathway yeast screen; S. cerevisiae RPL19A-GFP strain, flow cytometry, 3 h; hits give low values; 0.3% of 330,000 active; percent response vs DMSO, % at 10 µM;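 active = percent response vs DMSO below 50%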;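 note: median channel GFP fluorescence of the barcoded RPL19A-GFP strain; ratio of sample median GFP to plate DMSO average so 100% = DMSO; lower means less RPL19A-GFP as with rapamycin TOR inhibition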
LAP4-GFP MLPCN = alters LAP4-GFP fluorescence in TOR pathway yeast screen. GFP response vs DMSO, % at 10 µM. 0.34% of 320,000 active. S. cerevisiae LAP4-GFP multiplex, flow cytometry GFP, 3 h; median GFP as percent of DMSO wells;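 active = GFP response vs DMSO above a set limit, about the screen mean plus 3 SD, cut at about 150% in these data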
CIT2-GFP yeast = alters CIT2-GFP fluorescence in TOR pathway yeast screen | S. cerevisiae CIT2-GFP strain, flow cytometry, 3 h; 100 means same as DMSO wells | GFP response vs DMSO, % at 10 µM | 0.065% of 320,000 active | AID 2029;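 active = GFP response relative to DMSO above a set limit, near the screen mean plus 3 SD, cut at about 150% in these data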;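 note: ratio of well median GFP fluorescence to mean of DMSO wells on the plate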
* hit, by the source's call; x = not tested or not shown.

SMILES	CR mimetic SO	Efflux pump inh	MEP2-GFP yeast	AGP1 TOR yeast	AHR activator	RPL19A TOR yeast	LAP4-GFP MLPCN	CIT2-GFP yeast
CCCCC(=O)OCC(=O)c1[nH]c(C)c(C(=O)OCC)c1C	99	-0.2	106	104	9	106	105	110
COc1ccc([C@H]2CC(=O)C=C(c3cccc(CO)c3)C2)cc1	90	-0.2	99	103	12	98	117	105
Cc1cc(C)cc(SCc2noc(C(=O)NCc3ccccc3)c2C(=O)NCc2ccccc2)c1	102	0.1	86	86	-1	93	123	86
Cc1ccc(NC(=O)COC(=O)COc2cccc3c2OC(C)(C)C3)c(C)c1	92	0.0	110	111	1	104	116	111
CN1CCN(Cc2cccc3ncccc23)CC1CCO (configuration not stated)	102	0.0	103	103	x	102	97	99
CCCCC(=O)Nc1ccc2c(c1)nc(CN1CCN(C(=O)OCC)CC1)n2C	104	-0.4	101	102	0	105	101	107
CCOC(=O)N1CCN(C(=O)COc2ccccc2Cl)CC1	100	0.0	97	96	-1	95	100	96
CCOC(=O)N1CCN(Cc2cn[nH]c2-c2cccc3ccccc23)CC1	90	0.0	111	100	3	98	107	114
Cc1onc(-c2ccccc2Cl)c1C(=O)NCc1nc(-c2ccccc2)no1	97	0.0	100	94	10	93	96	91
COc1ccc2cc3cc(C(=O)NC(C)C)oc3nc2c1	111	0.0	100	98	-11	96	99	91
CC1Cc2ccccc2N1C(=O)COC(=O)Cn1cnc2ccccc2c1=O (configuration not stated)	90	0.1	102	107	3	100	99	99
CCCC1S/C(=N/N=C/c2ccc(OC)cc2)N(Cc2ccccc2)C1=O (configuration not stated)	103	0.0	91	96	-2	98	100	91

The list goes on (2 carried over from the part before).
SMILES	CR mimetic SO	Efflux pump inh	MEP2-GFP yeast	AGP1 TOR yeast	AHR activator	RPL19A TOR yeast	LAP4-GFP MLPCN	CIT2-GFP yeast
CC1Cc2ccccc2N1C(=O)COC(=O)Cn1cnc2ccccc2c1=O (configuration not stated)	90	0.1	102	107	3	100	99	99
CCCC1S/C(=N/N=C/c2ccc(OC)cc2)N(Cc2ccccc2)C1=O (configuration not stated)	103	0.0	91	96	-2	98	100	91
CCc1cccc(CC)c1NC(=S)NCCc1ccc(O)c(O)c1	87	0.0	102	108	1	107	102	98
CC(=O)NC(c1cccc([N+](=O)[O-])c1)c1ccc2cccnc2c1O (configuration not stated)	96	0.2	104	94	x	103	94	106
O=c1ccc2c(o1)/C(=C/C=C(Cl)Cl)CCC2	91	-0.2	86	85	16	94	96	87
COc1cc2c(cc1OC)CN(Cc1nc3ccsc3c(=O)[nH]1)CC2	97	0.1	101	98	5	100	110	87
CSCc1ccc(C(=O)Nc2ccc(C(N)=O)cc2)cc1	95	-0.1	100	96	13	98	111	103
CN1CCN(c2ccccc2NC(=O)c2ccccc2F)CC1	100	-0.1	109	119	4	104	113	102
CCCCC(CCC(=O)Nc1ccc(C(=O)OC)cc1)C(=O)O (configuration not stated)	110	0.6	96	99	2	98	94	101
OCc1cn(-c2ccccc2)nc1-c1cccnc1	101	0.3	102	95	11	98	93	100
CC1=Nn2c(nnc2-c2ccccc2)SC1	99	0.3	97	97	2	97	100	97
CCn1cc(C(=O)N[C@H](C(=O)NCCCO)C(C)C)c(=O)c2cc3c(cc21)OCO3	112	-0.1	111	98	1	105	93	103
Cc1ccc(C(=O)NCCCc2ccccc2)c(Cl)c1	90	0.1	96	100	6	103	102	95
O=C(NC1CC1)C1=C[C@H](c2c[nH]c3ccccc23)C[C@H](OCc2ccc(CO)cc2)O1	112	0.1	96	84	135*	94	103	92
O=C(CSCc1ccc(Cl)cc1)Nc1ccc2c(c1)OCCO2	110	0.1	109	111	0	112	147	102
O=C1CCC(=O)N1OCCOc1ccccc1	96	-0.1	92	95	0	94	92	92
CCCn1c(C(C)NS(=O)(=O)c2ccccc2)n[nH]c1=S (configuration not stated)	95	-0.1	107	103	1	101	97	110
CN(Cc1ccco1)C(=O)Cn1c(=O)oc2cc(S(=O)(=O)NCc3ccccc3)ccc21	97	-0.1	96	102	-3	105	95	106
O=C(CN1CCN(c2ccccn2)CC1)Nc1ccccc1C(=O)Nc1ccccc1	97	0.2	92	85	0	89	96	83
COc1cc2c(-c3cc(F)cc(F)c3)c(-c3ccsc3)oc(=O)c2cc1OC	113	-0.1	91	96	1	96	93	101
O=C(CCn1nnc2ccccc21)NNC(=O)C1CCCCC1	98	-0.1	101	96	0	91	95	89
CC(C)c1ccc(NC(=O)CSc2nc(=O)n(CCCN3CCOCC3)c3c2CCCC3)cc1	91	0.1	95	104	3	98	98	104
COC(=O)c1ccc(S(=O)(=O)N2CCCCCC2)cc1	111	0.3	95	97	0	101	103	97
COc1ccc(NC(=O)CNC(=O)C23CC4CC(CC(C4)C2)C3)c(OC)c1	105	0.1	97	89	3	93	97	89
CC(C)(C)C1CCc2c(sc(NC(=O)c3cc(C4CC4)on3)c2C#N)C1 (configuration not stated)	111	-0.1	101	106	0	101	111	99
Cc1nc2ccccc2n1C1CC(=O)N(N(C)C)C1=O (configuration not stated)	103	-0.1	107	115	-3	107	107	112

A second format for 19 compounds above:
structure,CR mimetic SO,Efflux pump inh,MEP2-GFP yeast,AGP1 TOR yeast,AHR activator,RPL19A TOR yeast,LAP4-GFP MLPCN,CIT2-GFP yeast
CN1CCN(c2ccccc2NC(=O)c2ccccc2F)CC1,100,-0.1,109,119,4,104,113,102
CCCCC(CCC(=O)Nc1ccc(C(=O)OC)cc1)C(=O)O (configuration not stated),110,0.6,96,99,2,98,94,101
OCc1cn(-c2ccccc2)nc1-c1cccnc1,101,0.3,102,95,11,98,93,100
CC1=Nn2c(nnc2-c2ccccc2)SC1,99,0.3,97,97,2,97,100,97
CCn1cc(C(=O)N[C@H](C(=O)NCCCO)C(C)C)c(=O)c2cc3c(cc21)OCO3,112,-0.1,111,98,1,105,93,103
Cc1ccc(C(=O)NCCCc2ccccc2)c(Cl)c1,90,0.1,96,100,6,103,102,95
O=C(NC1CC1)C1=C[C@H](c2c[nH]c3ccccc23)C[C@H](OCc2ccc(CO)cc2)O1,112,0.1,96,84,135*,94,103,92
O=C(CSCc1ccc(Cl)cc1)Nc1ccc2c(c1)OCCO2,110,0.1,109,111,0,112,147,102
O=C1CCC(=O)N1OCCOc1ccccc1,96,-0.1,92,95,0,94,92,92
CCCn1c(C(C)NS(=O)(=O)c2ccccc2)n[nH]c1=S (configuration not stated),95,-0.1,107,103,1,101,97,110
CN(Cc1ccco1)C(=O)Cn1c(=O)oc2cc(S(=O)(=O)NCc3ccccc3)ccc21,97,-0.1,96,102,-3,105,95,106
O=C(CN1CCN(c2ccccn2)CC1)Nc1ccccc1C(=O)Nc1ccccc1,97,0.2,92,85,0,89,96,83
COc1cc2c(-c3cc(F)cc(F)c3)c(-c3ccsc3)oc(=O)c2cc1OC,113,-0.1,91,96,1,96,93,101
O=C(CCn1nnc2ccccc21)NNC(=O)C1CCCCC1,98,-0.1,101,96,0,91,95,89
CC(C)c1ccc(NC(=O)CSc2nc(=O)n(CCCN3CCOCC3)c3c2CCCC3)cc1,91,0.1,95,104,3,98,98,104
COC(=O)c1ccc(S(=O)(=O)N2CCCCCC2)cc1,111,0.3,95,97,0,101,103,97
COc1ccc(NC(=O)CNC(=O)C23CC4CC(CC(C4)C2)C3)c(OC)c1,105,0.1,97,89,3,93,97,89
CC(C)(C)C1CCc2c(sc(NC(=O)c3cc(C4CC4)on3)c2C#N)C1 (configuration not stated),111,-0.1,101,106,0,101,111,99
Cc1nc2ccccc2n1C1CC(=O)N(N(C)C)C1=O (configuration not stated),103,-0.1,107,115,-3,107,107,112

(cont.)
SMILES	CR mimetic SO	Efflux pump inh	MEP2-GFP yeast	AGP1 TOR yeast	AHR activator	RPL19A TOR yeast	LAP4-GFP MLPCN	CIT2-GFP yeast
COc1ccc(NC(=O)c2oc3ccc(S(=O)(=O)N4CCC5(CC4)OCCO5)cc3c2C)cc1	94	-5.7	106	97	10	100	103	108
COc1cc(CNc2ccc3[nH]c(=O)[nH]c3c2)cc(Br)c1OCC(=O)NC(C)(C)C	90	0.1	109	98	3	99	99	96
CCOc1cc2[nH]c(=O)n(CCCCCC(=O)NC3CCCC3)c(=O)c2cc1OCC	94	0.0	102	108	1	95	101	98
Cc1cccc(/C=N/NC(=O)Cn2nccc2C)n1	83	-0.5	105	106	1	106	96	107
COCCn1c(C)cc(C(=O)COc2ncnc3ccc(Br)cc23)c1C	96	0.0	114	100	5	98	101	105
COc1ccc(CNC(=O)C(c2ccco2)N(Cc2cccs2)C(=O)Cc2cccs2)cc1 (configuration not stated)	87	-0.2	104	97	2	97	95	82
C=CCc1cccc(CNc2nc3ccccc3n2CCC)c1O	92	-0.2	101	102	-1	100	90	100
O=C(CN1CCCN(Cc2ccc(F)cc2Cl)C1=O)NC1CCCCCCC1	136	0.1	99	103	-2	101	98	106
COc1ccc(C(=O)NC(C)c2nnc(SCC(=O)NC3CCCC3)n2C)cc1 (configuration not stated)	101	-0.2	100	100	-2	103	93	108
CCOc1cccc(-n2nnnc2-c2ccc(OC)cc2)c1	105	0.0	107	97	10	103	103	107
O=C(NC12CC3CC(CC(C3)C1)C2)C1CCCN1C(=O)Nc1ccccc1 (configuration not stated)	94	-0.1	102	102	0	102	93	101
CCOC(=O)CNC(=O)CNC(=O)c1ccc(OCC(C)C)cc1	105	0.1	105	103	2	103	106	103
O=C(NCC1CCCN1S(=O)(=O)c1cccs1)c1cccc([N+](=O)[O-])c1 (configuration not stated)	98	-0.1	94	88	6	87	90	88
COc1cccc(CNC(=O)CCNS(=O)(=O)c2cccc3nsnc23)c1	97	0.1	100	103	6	99	97	100
Fc1ccc(Cn2nnnc2C(c2cccs2)N2CCCCCC2)cc1 (configuration not stated)	101	0.0	96	96	-3	95	89	101
Cc1ccc(NC(=O)/C=C/c2ccc(Cl)cc2)nc1	101	-0.1	103	103	18	96	110	94
CC(=O)N1CCc2cc(S(=O)(=O)NCCCN3CCC(C)CC3)ccc21	91	-0.1	93	91	-1	93	83	86
O=C1NNC(c2ccccc2)=N/C1=C\c1ccccc1	98	0.0	107	110	43	100	128	104
Cc1ccc(C)c(S(=O)(=O)N2CCN(C(=O)c3cc(-c4cccs4)nn3-c3ccccc3)CC2)c1	96	-0.1	92	93	3	87	86	83
Cc1ccc(NC(=O)c2cc3c(=O)oc4ccc(C)cc4c3s2)nc1	99	0.0	104	96	-1	96	104	89
